Screens: PubChem BioAssay, several laboratories
CatL block = inhibitors of human cathepsin L, biochemical; actives 0.17% (n = 58,000); Procathepsin L (Homo sapiens), P07711; AID 460, 2006; inhibition, %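 (tested at 10 µM)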; purified cathepsin L, fluorogenic substrate, fluorescence; in the data active = inhibition above about 45%;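 note: 0% = enzyme with no compound and 100% = no enzyme blank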
Target sequence (P07711 114-288 limits assumed): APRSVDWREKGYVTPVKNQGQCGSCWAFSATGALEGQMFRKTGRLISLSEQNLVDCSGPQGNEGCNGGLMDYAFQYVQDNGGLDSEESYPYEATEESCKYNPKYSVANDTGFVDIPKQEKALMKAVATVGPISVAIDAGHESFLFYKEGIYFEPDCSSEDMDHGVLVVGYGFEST
Target sequence (P07711 292-333 limits assumed): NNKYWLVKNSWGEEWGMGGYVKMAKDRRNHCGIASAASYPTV
CatB inh = human cathepsin B inhibitors, primary screen, biochemical, fluorogenic substrate. P07858. purified cathepsin B, fluorescence. inhibition, %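 (tested at 10 µM)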. actives 0.1% (n = 63,000). AID 453, 2006; in the data active = inhibition above about 21%;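 note: 0% = enzyme with no compound and 100% = no enzyme blank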
CatB mixtures = cathepsin B inhibitors from pooled compounds, primary screen, biochemical, compound mixtures, AMC fluorescence. P07858. Purified cathepsin B, AMC dipeptide fluorescence. inhibition, %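 (ten-compound pools at 5 µM per compound and 50 µM total)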. actives 0.06% (n = 62,000). AID 488, 2006; in the data active = inhibition above about 22%, passing the limit was not always enough;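 note: 0% = enzyme without compound and 100% = no enzyme blank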
A340 absorber = compound light absorbance at 340 nm, profiling panel, artefact control, biochemical, MLSMR library, data from PS, PMK, MK assays | 65,000 tested, under 10 active | fold change at 10 µM | AID 708, 2007 | compound absorbance at 340 nm, fold over control;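 active = at 10 µM dose, initial 340 nm absorbance at least 2 fold that of control wells; inactive = change under 2 fold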;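 note: initial absorbance extrapolated from kinetic A340 decline of NADH oxidation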
CatG inh = human cathepsin G inhibitors, primary screen, biochemical, pooled compound mixtures, AMC fluorescence. P08311. purified enzyme, AMC-tetrapeptide fluorescence. inhibition, % at 5 µM (by protocol). actives 0.2% (n = 62,000);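 active = inhibition above 20% in each of the two mixture wells holding the compound; inactive = inhibition of 20% or less in either well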;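 note: 0% = enzyme control without mixture and 100% = blank lacking enzyme; strong numbers were not always called active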
C1s block = complement C1s protease inhibitors, primary screen, biochemical, 10-compound mixtures | purified C1s, fluorogenic AMC substrate, pooled mixtures | mean inhibition % of two 10-compound mixtures (stronger effect = higher value), % at 5 µM (by protocol) | actives 0.16% (n = 62,000) | AID 538, 2006;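 active = inhibition above 20% in each of the two 10-compound mixture wells holding the compound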;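 note: 0% = enzyme wells lacking compound mixture and 100% = no-enzyme blank wells; some compounds called inactive have numbers as strong as hits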
Target sequence (P09871 16-437 limits assumed): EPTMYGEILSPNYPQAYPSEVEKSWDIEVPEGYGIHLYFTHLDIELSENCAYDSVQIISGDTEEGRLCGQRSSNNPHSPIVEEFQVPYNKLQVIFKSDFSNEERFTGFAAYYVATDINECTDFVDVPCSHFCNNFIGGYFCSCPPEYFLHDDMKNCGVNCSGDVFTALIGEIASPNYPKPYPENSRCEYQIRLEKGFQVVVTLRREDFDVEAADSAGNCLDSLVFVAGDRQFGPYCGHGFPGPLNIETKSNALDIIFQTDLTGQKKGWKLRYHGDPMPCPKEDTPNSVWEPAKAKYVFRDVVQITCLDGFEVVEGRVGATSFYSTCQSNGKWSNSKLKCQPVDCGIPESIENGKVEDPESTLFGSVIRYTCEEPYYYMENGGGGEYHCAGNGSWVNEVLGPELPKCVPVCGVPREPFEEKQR
Target sequence (P09871 438-688 limits assumed): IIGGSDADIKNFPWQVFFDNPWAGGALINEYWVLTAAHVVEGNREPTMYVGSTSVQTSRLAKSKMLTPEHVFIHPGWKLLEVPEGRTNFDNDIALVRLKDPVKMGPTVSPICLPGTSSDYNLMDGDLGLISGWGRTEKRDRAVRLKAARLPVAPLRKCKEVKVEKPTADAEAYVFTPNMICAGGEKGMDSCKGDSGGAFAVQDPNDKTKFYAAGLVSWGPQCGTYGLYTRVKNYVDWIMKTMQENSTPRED
FXIa mix inh = FXIa protease inhibitors in compound pools, primary screen, biochemical, 10-compound mixtures. purified FXIa, fluorogenic substrate, pooled mixtures. actives 0.19% (n = 62,000). inhibition, % at 5 µM. Coagulation factor XI (Homo sapiens), P03951;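 note: each value is inhibition by a whole ten-compound pool holding the compound; 0% = enzyme with no mixture and 100% = wells lacking enzyme; strong numbers were not always called active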
CatS inh = inhibitors of human cathepsin S, biochemical, compound mixtures; recombinant cathepsin S, AMC dipeptide fluorescence, pooled mixtures; actives 0.06% (n = 62,000); inhibition, %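 (tested at 5 µM per compound within 10-compound mixtures)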; AID 501, 2006; in the data active = inhibition above about 32%, passing the limit was not always enough;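 note: 0% = enzyme without compound and 100% = blank without enzyme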
FXIIa mix inh = human factor XIIa inhibitors, primary screen, biochemical, pooled compound mixtures, fluorogenic substrate; inhibition, % at 5 µM; purified FXIIa; actives 0.2% (n = 62,000); AID 684, 2007; Coagulation factor XII (Homo sapiens), P00748;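 note: 0% = enzyme without compound and 100% = no enzyme blank; some results filed as inactive read as strong as hits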
* = called active by the depositor; x = not tested or not shown. Cut-off read from the data, not from the text of the source, unless noted: active = inhibition above about 20% (passing the limit was not always enough); inactive = the rest. Only part of the results is shown; rates above refer to the full screens.

[1] Cc1ccnc(Nc2nc(-c3c(C)nc4sccn34)cs2)c1
[2] CCOc1ccccc1N(CC(=O)Nc1ccc(C)cc1)S(C)(=O)=O
[3] O=C(NC1CCCCC1)N(Cc1nc2ccccc2c(=O)[nH]1)C1CCCC1
[4] O=C(Nc1c(F)c(F)c(F)c(F)c1F)NC1CCCCC1
[5] CCOC(=O)c1ccccc1NC(=O)CC(C)CC(=O)O (stereo not given)
[6] O=C(CN1C(=O)NC2(CCCCC2)C1=O)NCCC1=CCCCC1
[7] COc1cc(NC(=O)c2cccs2)c(OC)cc1NC(=O)c1ccco1
[8] Cc1cc(NC(=O)COc2ncnc3sc(C)c(C)c23)no1

compound no.,1,2,3,4,5,6,7,8
CatL block,-8,-2,11,-1,15,5,4,7
CatB inh,2,0,3,4,4,-5,3,1
CatB mixtures,1,-1,-2,-2,1,4,5,3
A340 absorber,1,1,0.98,1.1,1,1,1.2,0.98
CatG inh,8,40,-6,-3,2,-6,10,5
C1s block,11,-34,-11,-19,-57,-21,4,15
FXIa mix inh,6,-8,-1,1,-2,3,5,2
CatS inh,-1,16,12,-2,7,-8,1,2
FXIIa mix inh,-4,1,0,1,8,8,1,-18

[9] CC1(C)CC(=O)C=C(Nc2ccc(F)cc2)C1
[10] COc1cc(C(=O)N(CCc2ccccc2)C2CC3CCC(C2)N3C)cc(OC)c1OC (stereo not given)
[11] CCc1c(O)nc(SCC(=O)Nc2ccc(C)cc2)n(C2CCCCC2)c1=O
[12] CCCC(=O)OCCNC(=O)c1cc2ccccc2oc1=O
[13] NC(=O)c1sc2nc3c(c(-c4ccco4)c2c1N)CCC3
[14] COC(=O)c1ccc(NC(=O)C2CCN(S(C)(=O)=O)CC2)cc1
[15] Cc1c(Cl)cccc1NC(=O)CSc1nnc(CCNC(=O)OC(C)(C)C)o1
[16] CCOC(=O)C1CCN(C(C(=O)Nc2ccc3c(c2)OCCO3)c2ccccc2)CC1 (stereo not given)

compound no.,9,10,11,12,13,14,15,16
CatL block,9,-3,-6,6,3,25,-4,3
CatB inh,1,-2,-2,1,1,3,-3,0
CatB mixtures,4,3,-2,3,5,3,0,6
A340 absorber,1,1,1,1.1,1,0.98,1,0.98
CatG inh,9,7,2,11,-7,13,-6,10
C1s block,13,-12,-7,-1,14,14,-10,9
FXIa mix inh,7,-5,2,-3,6,3,1,6
CatS inh,13,2,17,6,-1,4,13,-2
FXIIa mix inh,2,-2,1,9,11,3,6,0

[17] Cc1cnn(C(=S)NCCc2ccccc2)c1
[18] COc1ccc(NC(=O)C2CCN(C(=O)NC3CCCCC3)CC2)c(OC)c1
[19] C=CCN(CC=C)C(=O)CN1C(=O)c2ccccc2C1=O
[20] Cc1cc(Br)ccc1NC(=O)C1CCCO1 (stereo not given)
[21] Cn1c(C(=O)O)c(CC(=O)Nc2ccccc2F)c2ccccc21
[22] CCOC(=O)CSc1nc(N)nc(C)c1Br
[23] C=CCc1ccccc1OCC(O)CN1CCN(c2ccc(C)cc2)CC1 (stereo not given)
[24] COC(=O)c1ccc2c(c1)NC(=O)C1CCCN21 (stereo not given)

compound no.,17,18,19,20,21,22,23,24
CatL block,17,-6,-2,7,-1,4,1,36
CatB inh,6,0,0,1,2,1,2,3
CatB mixtures,-1,7,-4,4,0,1,1,4
A340 absorber,1,0.99,0.98,1,0.98,1.1,1,1.1
CatG inh,9,7,2,10,7,21,4,8
C1s block,-4,13,-26,13,12,-17,0,3
FXIa mix inh,8,7,4,6,8,13,-2,6
CatS inh,0,8,-8,2,-7,18,-4,-6
FXIIa mix inh,7,1,6,1,-19,0,1,1

[25] Cc1cccc2sc(NC(=O)CN(C)S(=O)(=O)c3ccc(Br)s3)nc12
[26] CCOC(=O)c1c(C)nc2ccccn12
[27] CC(=O)Nc1nc(SCCCc2ccccc2)n[nH]1
[28] COc1ccc(Cn2nnc(C(=O)Nc3ccc(F)cc3)c2N)cc1
[29] CC(C)n1c(SCC(=O)N2c3ccccc3Sc3ccccc32)nc2c1c(=O)n(C)c(=O)n2C
[30] CC1(C)CC(CCNC(=O)c2ccc(-n3cnnn3)cc2)CC(C)(C)N1
[31] O=C(O)CCn1nnc(-c2cccs2)n1
[32] N#Cc1ccc(Oc2cccc(C(=O)O)c2)cc1C#N

compound no.,25,26,27,28,29,30,31,32
CatL block,-6,x,-4,x,13,2,12,x
CatB inh,4,3,-2,4,2,-2,2,5
CatB mixtures,0,0,3,2,1,-1,0,0
A340 absorber,1,1,1,1,0.98,0.99,0.95,1
CatG inh,-2,0,9,8,2,0,-3,11
C1s block,-8,3,15,8,-24,7,-3,12
FXIa mix inh,9,-1,5,9,0,3,1,7
CatS inh,-2,-2,-3,-7,1,-3,-6,16
FXIIa mix inh,7,1,-21,7,2,7,3,0

[33] O=C1C2CCCN2C(c2ccc(F)cc2)N1c1nccs1 (stereo not given)
[34] O=C(O)c1ccc(CS(=O)(=O)c2cccc(C(F)(F)F)c2)o1
[35] Cc1nnc(SCc2ccc(Cl)cc2Cl)[nH]c1=O
[36] CC(=O)Nc1nc2c(F)cccc2s1
[37] CCOc1ccc(NC(=O)CSc2nnc(COc3c(C)cccc3C)o2)cc1
[38] Cc1ccc(S(=O)(=O)NC(=O)Nc2c(C)n(C)n(-c3ccccc3)c2=O)cc1
[39] Cc1cccc(Nc2nc(-c3ccccn3)cs2)n1
[40] CCc1cc(=O)oc2cc(C)cc(OC(C)C(=O)O)c12 (stereo not given)

compound no.,33,34,35,36,37,38,39,40
CatL block,15,14,x,x,-11,3,23,-21
CatB inh,-3,6,0,1,0,0,4,-1
CatB mixtures,-3,6,-3,-1,-8,4,2,2
A340 absorber,1,0.98,1,1,1,1,1,1
CatG inh,5,55,-6,-8,10,1,-4,4
C1s block,0,16,-25,12,5,-34,-31,-9
FXIa mix inh,-3,15,6,4,-2,2,-7,0
CatS inh,3,18,-3,9,-3,-4,13,-5
FXIIa mix inh,2,-2,7,4,15,16,-1,5

[41] CCOC(=O)C1=C(C)N(C)C(=O)NC1c1cccc(O)c1 (stereo not given)
[42] Cc1cc(C)c2c(=O)[nH]n(C3CCOC(C)(C)C3)c2n1 (stereo not given)
[43] COc1cccc(Cn2c(=S)[nH]c3ccc(N4CCOCC4)cc3c2=O)c1
[44] CCc1c(C)nc2ncnn2c1N1CCC(C(=O)Nc2ccc(C)cc2)CC1
[45] CCCOc1ccc(N2C(=O)CC(N3CCC(C(=O)OCC)CC3)C2=O)cc1 (stereo not given)
[46] COc1ccc2[nH]c3c(NCCN(C(C)C)C(C)C)ncnc3c2c1
[47] O=CNC1CCCc2c1[nH]c1ccc(Cl)cc21 (stereo not given)
[48] Cc1cc(C(C)(C)C)cc(C)c1CC1=NCCN1

compound no.,41,42,43,44,45,46,47,48
CatL block,3,x,2,x,18,-1,14,12
CatB inh,-2,-1,3,x,4,7,2,4
CatB mixtures,-2,7,0,0,-5,5,-6,4
A340 absorber,1.1,1.1,1.1,1,1.1,1.1,1,0.98
CatG inh,16,-1,-5,3,4,-3,10,15
C1s block,7,-3,-13,5,-12,-14,5,16
FXIa mix inh,12,8,11,1,-3,1,-3,8
CatS inh,2,2,8,3,4,11,8,15
FXIIa mix inh,8,3,7,0,5,2,-11,2

[49] Cn1c(=O)c2c(ncn2CC(O)CNc2ccc(Br)cc2)n(C)c1=O (stereo not given)
[50] COC(=O)c1ccc(Cn2nc(C)c(Br)c2C)cc1
[51] CCCCOP(=O)(c1ccc(N(C)C)cc1)C(O)c1ccccc1F (stereo not given)
[52] Cc1csc(NC(=O)CN(C)S(=O)(=O)c2cccc3cccnc23)n1
[53] COCCCNC(=O)CN(C1CCCCC1)S(=O)(=O)c1ccc(C)cc1
[54] Cc1ccc(S(=O)(=O)N2CCCC(C(=O)NCC3COCCO3)C2)cc1 (stereo not given)
[55] c1csc(-c2cnc3n2CCCC3)c1
[56] O=C(Cc1ccc(Cl)cc1)Nc1ccc(N2CCN(C(=O)c3ccco3)CC2)c(Cl)c1

compound no.,49,50,51,52,53,54,55,56
CatL block,-2,-1,26,x,x,-1,11,-2
CatB inh,0,-1,-1,-1,7,4,1,6
CatB mixtures,3,-1,-3,6,1,3,-2,4
A340 absorber,1,1,1,1,1,1,1.1,1
CatG inh,-2,0,8,17,-10,-4,-4,13
C1s block,3,-16,-14,-28,-23,2,-2,17
FXIa mix inh,4,6,3,9,-7,4,3,4
CatS inh,3,21,2,6,4,-1,-4,3
FXIIa mix inh,-5,-4,6,9,0,-4,10,-17

Part of the list above, tab-delimited:
cpd	Molecule	CatL block	CatB inh	CatB mixtures	A340 absorber	CatG inh	C1s block	FXIa mix inh	CatS inh	FXIIa mix inh
49	Cn1c(=O)c2c(ncn2CC(O)CNc2ccc(Br)cc2)n(C)c1=O (stereo not given)	-2	0	3	1	-2	3	4	3	-5
50	COC(=O)c1ccc(Cn2nc(C)c(Br)c2C)cc1	-1	-1	-1	1	0	-16	6	21	-4
51	CCCCOP(=O)(c1ccc(N(C)C)cc1)C(O)c1ccccc1F (stereo not given)	26	-1	-3	1	8	-14	3	2	6
52	Cc1csc(NC(=O)CN(C)S(=O)(=O)c2cccc3cccnc23)n1	x	-1	6	1	17	-28	9	6	9

Of the compounds above, these have a Cl atom:
[15] Cc1c(Cl)cccc1NC(=O)CSc1nnc(CCNC(=O)OC(C)(C)C)o1
[35] Cc1nnc(SCc2ccc(Cl)cc2Cl)[nH]c1=O
[47] O=CNC1CCCc2c1[nH]c1ccc(Cl)cc21 (stereo not given)
[56] O=C(Cc1ccc(Cl)cc1)Nc1ccc(N2CCN(C(=O)c3ccco3)CC2)c(Cl)c1

compound no.,15,35,47,56
CatL block,-4,x,14,-2
CatB inh,-3,0,2,6
CatB mixtures,0,-3,-6,4
A340 absorber,1,1,1,1
CatG inh,-6,-6,10,13
C1s block,-10,-25,5,17
FXIa mix inh,1,6,-3,4
CatS inh,13,-3,8,3
FXIIa mix inh,6,7,-11,-17

Following part.
[57] CCOC(=O)N1CCN(C(=O)Cn2ncn3nc(-c4cccs4)cc3c2=O)CC1
[58] CCCCc1nnc(SCc2ccc(OCC)cc2)n1N
[59] CCn1c2ccccc2c2nnc(SCC(=O)NCCOC)nc21
[60] CCC(C)Cn1c(S(=O)(=O)O)nc2ccccc21 (stereo not given)
[61] CSCCOC(=O)C1=C(C)NC(=O)CC1c1ccccc1Cl (stereo not given)
[62] Cc1cc(NC(=O)CSc2ncnc3ccccc23)no1
[63] CC(=O)C1=C(O)C(=O)N(Cc2ccccc2)C1c1ccco1 (stereo not given)
[64] CC(C)(C)OC(=O)N1CCC(c2c(C(=O)O)cnn2-c2ccc(Cl)cc2)CC1
[65] Cc1cccc(C)c1NC(=O)c1cc(S(=O)(=O)N2CCOCC2)ccc1F
[66] CCOC(=O)c1cnc2c(-c3ccccc3)cnn2c1N
[67] CN(C)C(=O)CSc1nnc(-c2cccnc2)n1-c1ccccc1

compound no.,57,58,59,60,61,62,63,64,65,66,67
CatL block,0,3,x,5,0,x,8,5,3,-12,-1
CatB inh,2,-3,3,0,-3,-2,2,8,-3,-2,0
CatB mixtures,3,5,-4,5,8,0,-4,-5,0,22,-4
A340 absorber,1,1,1.1,1,1,1,1.1,1,0.98,1.1,1
CatG inh,-11,1,12,10,3,-2,7,0,7,-3,-1
C1s block,-19,7,7,12,-27,3,4,5,7,-6,-1
FXIa mix inh,-3,8,2,9,6,7,-1,2,13,0,-2
CatS inh,19,12,11,-3,0,-2,0,6,10,3,5
FXIIa mix inh,2,0,-17,6,-1,9,-14,4,11,5,7
